SENP8 block-1 = blocks human SENP8 cleavage of Nedd8 substrate. AID 602440. inhibition, % at 20 µM. recombinant SENP8, Nedd8 substrate fluorescence. Q96LD8. actives 0.64% (n = 360,000); in the data active = inhibition mostly above about 40%, no sharp cut-off; inactive = mostly below about 27%
Target sequence (Q96LD8 whole entry, looked up): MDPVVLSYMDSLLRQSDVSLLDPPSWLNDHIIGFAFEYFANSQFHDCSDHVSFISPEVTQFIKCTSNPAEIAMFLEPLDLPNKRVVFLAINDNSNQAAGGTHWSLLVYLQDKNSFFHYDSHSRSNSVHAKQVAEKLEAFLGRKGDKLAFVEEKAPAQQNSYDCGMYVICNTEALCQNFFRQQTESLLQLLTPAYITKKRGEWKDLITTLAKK
SENP8 block-2 = blocks the human protease SENP8. actives 1.2% (n = 330,000). inhibition, % at 10 µM. Q96LD8. AID 2540. purified SENP8, Z-RLRGG-aminoluciferin cleavage, luminescence; in the data active = inhibition above about 50%
PfG6PD inh = PfG6PD (Plasmodium falciparum) enzyme inhibition | PfGluPho enzyme, NADPH resazurin-diaphorase fluorescence | inhibition, % at 20 µM | actives 0.78% (n = 350,000);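 active = inhibition reaching at least a set limit at 20 µM in the primary screen, cut at about 59% in these data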;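 also: 0% = DMSO wells with substrate and 100% = DMSO wells lacking glucose-6-phosphate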
HKDC1 inhibitor = inhibitors of human hexokinase HKDC1; recombinant HKDC1, G6PDH/diaphorase resazurin coupled fluorescence; actives 0.16% (n = 340,000); Q2TB90; inhibition, % at 20 µM;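 active = inhibition above about 35% when tested at 20 µM, limit read from the data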;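 also: plate controls were DMSO wells with enzyme for no effect and DMSO wells lacking enzyme for full effect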
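Test system: Recombinant HKDC1 (HK5) hexokinase enzyme, produced in-house | Input: HKDC1 at 5 µg/mL | Buffer or medium: Tris pH 8.0 buffer with MgCl2, Tween-20, BSA, BME | Schedule: 90 min reaction incubation at room temperature, dark | Technique: Resazurin-to-resorufin fluorescence via G6PDH and diaphorase coupling, 525/613 nm | Controls: DMSO wells with and without enzyme mix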
SENP1 inh = SENP1 (human) catalytic domain inhibition. inhibition, % at 10 µM. Q9P0U3. AID 624204. recombinant SENP1 catalytic domain, CyPet-SUMO1-YPet FRET cleavage. actives 0.21% (n = 360,000);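 active = inhibition at least 30% at 10 µM, raw YFP signal under a set limit, fluorescence ratio 0.5 to 1.5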;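 also: 0% = enzyme with DMSO and 100% = no enzyme wells; some results filed as inactive read as strong as hits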
Target sequence (Q9P0U3 419-644 limits assumed): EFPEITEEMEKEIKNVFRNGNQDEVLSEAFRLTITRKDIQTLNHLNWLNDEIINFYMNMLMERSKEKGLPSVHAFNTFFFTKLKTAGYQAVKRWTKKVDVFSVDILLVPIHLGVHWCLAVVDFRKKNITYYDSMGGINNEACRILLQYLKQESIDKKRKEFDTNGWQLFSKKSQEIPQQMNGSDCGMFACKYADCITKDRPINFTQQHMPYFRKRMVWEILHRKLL
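Test system: hSENP1 catalytic domain, recombinant; Amount: 20 pM final SENP1 enzyme; Medium: Tris pH 8 buffer plus EDTA, NaCl, BME, BSA, NP40, catalase; Schedule: 50 min enzyme reaction, room temperature, light-protected; Technique: FRET fluorescence in CFP and YFP emission channels; Controls: no-enzyme wells low, DMSO-plus-enzyme wells high control.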
beta cell repl = inducers of beta-cell replication in MIN6 cells; proliferation, % at 10 µM; actives 0.29% (n = 330,000); MIN6 cells proliferation, ATPlite luminescence, 48 h; cells starved in 0.2% serum; 100% = growth in 10% serum; AID 2380;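 active = compounds whose signal lies at least 3.5 SD above the mean of all wells on their plate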;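 also: 0% = DMSO-treated cells in low-serum medium and 100% = 10% serum control; some compounds called inactive have numbers as strong as hits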
UBC13 polyUb = inhibitors of human UBC13 polyubiquitin chain formation; TR-FRET; actives 0.47% (n = 330,000); inhibition, % at 20 µM; P61088; in the data active = inhibition above about 45%, passing the limit was not always enough
Target sequence (P61088 whole entry, looked up): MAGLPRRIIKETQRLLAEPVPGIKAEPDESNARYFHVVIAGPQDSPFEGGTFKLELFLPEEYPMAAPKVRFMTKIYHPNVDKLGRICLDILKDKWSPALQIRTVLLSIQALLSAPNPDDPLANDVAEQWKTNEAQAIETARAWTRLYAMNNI
SENP7 block = blocks the human protease SENP7; recombinant SENP7, Z-RLRGG-aminoluciferin luminescence, 40 min; inhibition, % at 5 µM; actives 1.5% (n = 330,000); AID 434973;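 active = inhibition above about 50% at the single test dose, limit read from the data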;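 also: plate controls were DMSO with enzyme for no effect and no enzyme buffer wells for full effect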
Target sequence (Q9BQF6 706-1050 limits assumed): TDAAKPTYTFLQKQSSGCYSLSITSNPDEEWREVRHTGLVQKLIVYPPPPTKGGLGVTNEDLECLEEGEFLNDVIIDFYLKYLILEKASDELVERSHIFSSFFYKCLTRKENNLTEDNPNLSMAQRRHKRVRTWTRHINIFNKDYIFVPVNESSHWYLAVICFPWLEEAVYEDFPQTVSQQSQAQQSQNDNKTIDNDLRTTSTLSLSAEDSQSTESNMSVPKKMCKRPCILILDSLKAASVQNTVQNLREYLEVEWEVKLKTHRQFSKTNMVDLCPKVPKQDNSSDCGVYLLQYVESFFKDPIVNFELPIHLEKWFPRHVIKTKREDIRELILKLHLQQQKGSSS
SENP6 inh = SENP6 protease inhibition; Q9GZR1; Recombinant SENP6 catalytic domain, aminoluciferin luminescence; inhibition, % at 10 µM; actives 1.8% (n = 330,000); AID 2599;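 active = inhibition above about 50% at the single tested dose, limit read from the data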;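 also: plate controls were DMSO wells with enzyme for no effect and DMSO wells lacking enzyme for full effect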
Active calls of the source: *.

Screening COc1cccc(-c2cc(C(=O)Nc3ccn(Cc4ccc(C)cc4)n3)no2)c1 returned SENP8 block-1 11, SENP8 block-2 -8, PfG6PD inh -15, HKDC1 inhibitor -2, SENP1 inh 1, beta cell repl -3, UBC13 polyUb -11, SENP7 block 2 and SENP6 inh 17.
`O=C(NC(=S)Nc1ccc2c(c1)OCO2)c1ccccc1` gave SENP8 block-1 16, SENP8 block-2 5, PfG6PD inh 14, HKDC1 inhibitor -8, SENP1 inh -5, beta cell repl -7, UBC13 polyUb 3, SENP7 block -5 and SENP6 inh 22.
Screening CC(SCc1ccccc1)C(=O)Nc1ccccc1-c1ccccc1 (stereo not given) returned SENP8 block-1 23, SENP8 block-2 -1, PfG6PD inh -11, HKDC1 inhibitor -1, SENP1 inh -1, beta cell repl 3, UBC13 polyUb 11, SENP7 block -4 and SENP6 inh -9.
`CC1(C)CC(O)CC(C)(C)N1CC(O)COCCOc1ccc(Br)cc1` (stereo not given) gave SENP8 block-1 17, SENP8 block-2 -2, PfG6PD inh -10, HKDC1 inhibitor 0, SENP1 inh -1, beta cell repl 2, UBC13 polyUb 3, SENP7 block 7 and SENP6 inh -8.
Screening CSc1nnc2c(n1)OC(c1ccc(C(=O)O)cc1)N(C(C)=O)c1ccccc1-2 (stereo not given) returned SENP8 block-1 4, SENP8 block-2 6, PfG6PD inh -12, HKDC1 inhibitor 3, SENP1 inh 5, beta cell repl 2, UBC13 polyUb 0, SENP7 block 9 and SENP6 inh -4.
`Cc1ccccc1-c1ccc(=O)n(CC(=O)Nc2ccc(-n3cnnn3)cc2)n1` gave SENP8 block-1 6, SENP8 block-2 0, PfG6PD inh -8, HKDC1 inhibitor 1, SENP1 inh 3, beta cell repl 3, UBC13 polyUb -1, SENP7 block 6 and SENP6 inh -20.
Screening COc1ccc2nc(SCC(=O)NCc3ccc(S(N)(=O)=O)cc3)[nH]c2c1 returned SENP8 block-1 17, SENP8 block-2 0, PfG6PD inh -1, HKDC1 inhibitor -5, SENP1 inh 1, beta cell repl 1, UBC13 polyUb 3, SENP7 block 1 and SENP6 inh -11.
Screening Cc1ccc(NC(=O)c2ccc(=O)[nH]c2)cc1S(=O)(=O)N1CCCCC1 returned SENP8 block-1 22, SENP8 block-2 -10, PfG6PD inh 14, HKDC1 inhibitor -2, SENP1 inh 1, beta cell repl -2, UBC13 polyUb -3, SENP7 block -8 and SENP6 inh -3.
For CCN1C(=O)Nc2cccc3cccc1c23 the results were SENP8 block-1 -76, SENP8 block-2 7, PfG6PD inh 24, HKDC1 inhibitor 9, SENP1 inh -18, beta cell repl -1, UBC13 polyUb -2, SENP7 block -1 and SENP6 inh -1.
CC1=C(C(=O)OC2CCCCC2)C(c2ccc(O)cc2)NC(=O)N1 (stereo not given) was read as SENP8 block-1 10, SENP8 block-2 -6, PfG6PD inh 23, HKDC1 inhibitor -2, SENP1 inh 0, beta cell repl 0, UBC13 polyUb -2, SENP7 block -6 and SENP6 inh -10.
For Cc1cccc(NC2=NCC(=O)N2CCc2ccccc2)c1 the results were SENP8 block-1 2, SENP8 block-2 -4, PfG6PD inh -5, HKDC1 inhibitor 1, SENP1 inh -2, beta cell repl 2, UBC13 polyUb 6, SENP7 block 4 and SENP6 inh -25.
COC(=O)CSc1nnc(-c2ccncc2)o1 was read as SENP8 block-1 17, SENP8 block-2 -12, PfG6PD inh 11, HKDC1 inhibitor 1, SENP1 inh 2, beta cell repl 1, UBC13 polyUb 2, SENP7 block -6 and SENP6 inh 6.

Sorted by number of heavy atoms (high to low): three of the compounds above.
`Cc1ccccc1-c1ccc(=O)n(CC(=O)Nc2ccc(-n3cnnn3)cc2)n1` gave SENP8 block-1 6, SENP8 block-2 0, PfG6PD inh -8, HKDC1 inhibitor 1, SENP1 inh 3, beta cell repl 3, UBC13 polyUb -1, SENP7 block 6 and SENP6 inh -20.
`O=C(NC(=S)Nc1ccc2c(c1)OCO2)c1ccccc1` gave SENP8 block-1 16, SENP8 block-2 5, PfG6PD inh 14, HKDC1 inhibitor -8, SENP1 inh -5, beta cell repl -7, UBC13 polyUb 3, SENP7 block -5 and SENP6 inh 22.
COC(=O)CSc1nnc(-c2ccncc2)o1 was read as SENP8 block-1 17, SENP8 block-2 -12, PfG6PD inh 11, HKDC1 inhibitor 1, SENP1 inh 2, beta cell repl 1, UBC13 polyUb 2, SENP7 block -6 and SENP6 inh 6.

(further entries)
For O=C(Nc1ccc(N2CCOCC2)cc1)C1CCCCN1S(=O)(=O)c1ccccc1 (stereo not given) the results were SENP8 block-1 19, SENP8 block-2 2, PfG6PD inh 9, HKDC1 inhibitor -2, SENP1 inh -2, beta cell repl -4, UBC13 polyUb -9, SENP7 block 6 and SENP6 inh 11.
`CC1CN(C(=O)/C=C/c2ccc3c(c2)OCO3)CC(C)O1` (stereo not given) gave SENP8 block-1 -172, SENP8 block-2 -12, PfG6PD inh 3, HKDC1 inhibitor 1, SENP1 inh -1, beta cell repl 0, UBC13 polyUb -1, SENP7 block -8 and SENP6 inh -18.
Screening NC(CCC(=O)NC(CS)C(=O)NCC(=O)O)C(=O)O (stereo not given) returned SENP8 block-1 13, PfG6PD inh 4, HKDC1 inhibitor -7 and SENP1 inh 1.
Cc1ccc(NC(=O)C2CCCN(S(=O)(=O)c3ccc(-n4cnnn4)cc3)C2)cc1 (stereo not given) was read as SENP8 block-1 2, SENP8 block-2 -11, PfG6PD inh -13, HKDC1 inhibitor -3, SENP1 inh 1, beta cell repl 7, UBC13 polyUb -2, SENP7 block 1 and SENP6 inh -8.
`COc1cccc(CN2CCCC(C(=O)c3ccc4c(c3)OCO4)C2)c1O` (stereo not given) gave SENP8 block-1 -5, SENP8 block-2 -1, PfG6PD inh 20, HKDC1 inhibitor -4, SENP1 inh 0, beta cell repl -1, UBC13 polyUb 3, SENP7 block 0 and SENP6 inh 6.
`CN(C)C(=O)C[n+]1ccc(/C=N/O)cc1` gave SENP8 block-1 14, SENP8 block-2 -3, PfG6PD inh -10, HKDC1 inhibitor 3, SENP1 inh 0, beta cell repl 1, UBC13 polyUb 4, SENP7 block 11 and SENP6 inh -22.
Screening CCOc1cc(C2NC(=S)NC(C)=C2C(=O)Nc2ccc(OC)cc2)ccc1O (stereo not given) returned SENP8 block-1 12, SENP8 block-2 -3, PfG6PD inh 10, HKDC1 inhibitor 0, SENP1 inh 0, beta cell repl 2, UBC13 polyUb 6, SENP7 block 3 and SENP6 inh 1.
`O=C(O)c1cc2c(cc1NC(=O)c1ccccc1C(F)(F)F)OCCCO2` gave SENP8 block-1 8, SENP8 block-2 1, PfG6PD inh -5, HKDC1 inhibitor -5, SENP1 inh -1, beta cell repl -1, UBC13 polyUb -2, SENP7 block -9 and SENP6 inh 2.
`O=C1CCCC2=C1C(c1cccc(O)c1)c1c(ccc3ncccc13)N2` (stereo not given) gave SENP8 block-1 -361, SENP8 block-2 1, PfG6PD inh 1, HKDC1 inhibitor -2, SENP1 inh -35, beta cell repl 1, UBC13 polyUb 3, SENP7 block 6 and SENP6 inh -8.
`CCC1(CC)NC(=O)N(CC(=O)OCC(=O)NC(=O)c2ccc(Cl)cc2)C1=O` gave SENP8 block-1 2, SENP8 block-2 -1, PfG6PD inh -15, HKDC1 inhibitor -1, SENP1 inh -1, beta cell repl -1, UBC13 polyUb -9, SENP7 block 4 and SENP6 inh -6.
`COC(=O)C1=C(C)N(CCc2ccccc2)C(=O)C1` gave SENP8 block-1 7, SENP8 block-2 -2, PfG6PD inh -6, HKDC1 inhibitor -3, SENP1 inh 2, beta cell repl -3, UBC13 polyUb -4, SENP7 block -1 and SENP6 inh -5.
Screening CCOc1ccc(S(=O)(=O)N2CCCC(C(=O)NCc3ccccn3)C2)cc1C (stereo not given) returned SENP8 block-1 13, SENP8 block-2 3, PfG6PD inh -13, HKDC1 inhibitor -3, SENP1 inh 3, beta cell repl 0, UBC13 polyUb 2, SENP7 block 1 and SENP6 inh -7.
`Cc1cccc(-n2c(=O)[nH]c3c(C(N)=O)nc(C(C)C)nc32)c1` gave SENP8 block-1 -200, SENP8 block-2 0, PfG6PD inh -14, HKDC1 inhibitor 7, SENP1 inh -14, beta cell repl 0, UBC13 polyUb 7, SENP7 block 4 and SENP6 inh -38.
`CCN(C(=O)c1cc2cccc(OC)c2oc1=O)C1CCCCC1` gave SENP8 block-1 -6, SENP8 block-2 0, PfG6PD inh -10, HKDC1 inhibitor -5, SENP1 inh 2, beta cell repl -4, UBC13 polyUb 11, SENP7 block -4 and SENP6 inh -20.
For COc1ccccc1OCC(=O)NCCSCc1ccc(Cl)cc1 the results were SENP8 block-1 12, SENP8 block-2 -9, PfG6PD inh -6, HKDC1 inhibitor -4, SENP1 inh 2, beta cell repl -1, UBC13 polyUb -9, SENP7 block -4 and SENP6 inh -3.
`O=C(NC(=S)Nc1ccccc1N1CCOCC1)c1sc2ccccc2c1Cl` gave SENP8 block-1 14, SENP8 block-2 2, PfG6PD inh 14, HKDC1 inhibitor -1, SENP1 inh -7, beta cell repl -6, UBC13 polyUb -7, SENP7 block -5 and SENP6 inh -9.
For COc1ccccc1NC(=O)COc1ccc(/C=N/NS(=O)(=O)c2ccc(C)cc2)cc1 the results were SENP8 block-1 47*, SENP8 block-2 -4, PfG6PD inh -4, HKDC1 inhibitor 3, SENP1 inh 2, beta cell repl -5, UBC13 polyUb -8, SENP7 block -2 and SENP6 inh -23.
COc1ccc(C(=O)c2c(-c3cccc(C)c3)oc3ccc(N4CCOCC4)cc23)cn1 was read as SENP8 block-1 -7, SENP8 block-2 -7, PfG6PD inh 23, HKDC1 inhibitor 2, SENP1 inh 14, beta cell repl -8, UBC13 polyUb 3, SENP7 block -13 and SENP6 inh 6.
For O=C(CSc1cn(CC(=O)N2CCCC2)c2ccccc12)NCC1CCCO1 (stereo not given) the results were SENP8 block-1 6, SENP8 block-2 -3, PfG6PD inh 10, HKDC1 inhibitor 2, SENP1 inh 1, beta cell repl -1, UBC13 polyUb 8, SENP7 block 3 and SENP6 inh 6.
`CCN(CC)S(=O)(=O)c1ccc(NC(=O)C(C)N(c2ccc(OC)cc2)S(C)(=O)=O)cc1` (stereo not given) gave SENP8 block-1 0, SENP8 block-2 1, PfG6PD inh 3, HKDC1 inhibitor 6, SENP1 inh 0, beta cell repl 1, UBC13 polyUb 12, SENP7 block -1 and SENP6 inh 1.
`Clc1nc2sccn2c1/C=N/n1cnc2ccccc21` gave SENP8 block-1 5, SENP8 block-2 -2, PfG6PD inh 8, HKDC1 inhibitor -6, SENP1 inh 1, beta cell repl 3, UBC13 polyUb -2, SENP7 block -1 and SENP6 inh 6.

Screening data (PubChem)
